SENP1 FRET inh: SENP1 (human) catalytic domain inhibition; Q9P0U3; recombinant SENP1 catalytic domain, CyPet-SUMO1-YPet FRET cleavage; inhibition, % at 10 µM; 360,000 tested, 0.21% active;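 active = inhibition at least 30% at 10 µM, raw YFP signal under a set limit, fluorescence ratio 0.5 to 1.5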;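 also: 0% = enzyme with DMSO and 100% = no enzyme wells; some results filed as inactive read as strong as hits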
Target sequence (Q9P0U3 419-644 limits assumed): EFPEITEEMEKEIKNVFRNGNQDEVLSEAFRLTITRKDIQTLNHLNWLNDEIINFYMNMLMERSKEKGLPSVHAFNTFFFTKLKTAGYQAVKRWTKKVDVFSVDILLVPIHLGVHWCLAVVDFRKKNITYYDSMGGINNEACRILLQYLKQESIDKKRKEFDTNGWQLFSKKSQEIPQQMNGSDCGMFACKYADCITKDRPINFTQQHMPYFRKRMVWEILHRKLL
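system = hSENP1 catalytic domain, recombinant | reagent = SFCypet-SUMO1-SFYpet substrate at 25 nM | doses = one dose per compound, 10 µM, 0.5% DMSO | incubation = enzyme reaction for 50 min at room temperature, dark | measured by = FRET, CFP and YFP emission | controls = no-enzyme low, enzyme-DMSO high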
SENP8 inh: blocks human SENP8 cleavage of Nedd8 substrate; recombinant SENP8, Nedd8 substrate fluorescence; inhibition, % at 20 µM; 360,000 tested, 0.64% active; in the data active = inhibition mostly above about 40%, no sharp cut-off; inactive = mostly below about 27%
Target sequence (Q96LD8 whole entry, looked up): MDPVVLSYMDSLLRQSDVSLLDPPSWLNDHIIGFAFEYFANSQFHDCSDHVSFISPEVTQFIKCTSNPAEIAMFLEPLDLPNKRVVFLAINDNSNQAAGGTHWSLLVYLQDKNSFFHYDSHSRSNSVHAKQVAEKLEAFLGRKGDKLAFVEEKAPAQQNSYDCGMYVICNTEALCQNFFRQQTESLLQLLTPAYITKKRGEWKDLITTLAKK
* hit, by the source's call; i = inactive.

item	canonical_smiles	SENP1 FRET inh	SENP8 inh
1	O=[N+]([O-])c1ccc(S(=O)(=O)NCC(c2ccc3c(c2)OCO3)N2CCOCC2)cc1 (configuration not stated)	0	5
2	CCOC(=O)C(=O)C1C(=O)Nc2ccccc21 (configuration not stated)	2	4
3	Nc1nc2c(ncn2[C@@H]2O[C@H](CNCc3ccc(Oc4cc(-n5cccn5)ncn4)cc3)[C@@H](O)[C@H]2O)c(=O)[nH]1	-4	10
4	COCCNC(=O)C1(C)CCN(C(=O)c2ccc(F)c(C)c2)C1 (configuration not stated)	-2	8
5	COc1ccc(CN2C(=O)C(CC(=O)NC3CCCCC3)CC(C(=O)N(C)C)=C2C)cc1 (configuration not stated)	3	9
6	CCCNC(=O)C1(C)CCN1C(=O)Cc1ccc(C(C)(C)C)cc1 (configuration not stated)	4	9
7	COC(=O)[C@@]1(Cc2ccc(OC)cc2)[C@H]2c3cc(C(=O)N4CCCC4)n(Cc4cc(C)n(C)n4)c3C[C@H]2CN1C(=O)c1ccccc1	-6	-24
8	O=[N+]([O-])c1ccccc1N(S(=O)(=O)c1ccccc1)S(=O)(=O)c1ccccc1	1	2
9	CCOC(=O)[C@]12CCCC=C1N(CCc1ccc(OC)c(OC)c1)C(=O)[C@H](CC(=O)N1CCN(C(=O)C3CC3)CC1)C2	2	20
10	COc1cc(Nc2ccn3nc(-c4ccccc4Cl)cc3n2)cc(OC)c1OC	-7	-200
11	NC(=O)CSc1nnc(COc2ccccc2)n1C1CCCCC1	2	19
12	COc1ccc(-c2ccc3[nH]c4c(c3c2)CCN2C(=O)[C@@H]([C@H](C)O)[C@@H](N(C)C(=O)Nc3ccc(F)cc3)C[C@@H]42)cc1	-25	-267
13	NC(=O)/C(=C\c1ccco1)NC(=O)c1ccco1	1	9
14	CCOc1ccccc1-c1cncc(NC)n1	0	i
15	CSc1ccc(-c2cc3c(c4c2ccn4C)C2CCC3C2)cc1 (configuration not stated)	-9	-348
16	COc1cccc(-c2cc(N3CCN(C(=O)c4ccoc4)CC3)n3nc(-c4cccc(Cl)c4)cc3n2)c1	-4	-382
17	OC(c1ccccc1)C(O)C(c1ccccc1)N1CCCCC1 (configuration not stated)	2	4
18	O=C(Nc1ccc(OC(F)(F)F)cc1)c1cc(S(=O)(=O)N2CCCCC2)ccc1N1CCOCC1	1	13
19	O=C(CC[C@H]1O[C@@H](n2ccc(=O)[nH]c2=O)[C@H](O)[C@@H]1O)NCCCc1ccccc1	-1	26
20	O=C(NCC1CCCCC1)NCC1CCCCC1	4	30
21	CCC/C(C)=C/c1ccc(CC)cn1	-2	1
22	CC(c1nc2ccccc2[nH]1)n1c(=O)c(-c2ccco2)nc2ccccc21 (configuration not stated)	-18	-432
23	O=C1CCn2c1c(O)c1ccccc1c2=O	-30	-497
24	CCOc1ccc(-c2ccc(C3=CC(=O)C[C@H](c4ccc(F)cc4)C3)cc2)cc1	-7	-365
25	CCN1CCN(S(=O)(=O)c2ccc(Cl)c(C(=O)N(CC(C)C)C3CCS(=O)(=O)C3)c2)CC1 (configuration not stated)	2	6
26	COc1ccc(NC(=O)C2(C)CCN2CCOc2ccccc2)cc1OC (configuration not stated)	1	16
27	COC(=O)[C@@]1(C(C)C)N=C(c2cc(OC)c(OC)c(OC)c2)[C@]2(O1)C(=O)N(Cc1ccc(OC)cc1)c1ccc(Br)cc12	1	18
28	O=C(NCc1cccs1)c1csc([C@H]2C[C@H](O)[C@@H](CO)O2)n1	-1	17
29	CCc1nc2ccc(C(=O)N(C)Cc3ccco3)cn2c1N(C)Cc1ccc(OC)cc1	-4	2
30	Cc1cn([C@H]2C[C@H](O)[C@@H](CCC(=O)NCC(c3ccccc3)c3ccccc3)O2)c(=O)[nH]c1=O	-5	8
31	C[C@@H]1CN([C@@H](C)CO)C(=O)CCCn2nncc2CO[C@H]1CN(C)S(=O)(=O)c1ccc2c(c1)OCCCO2	0	15
32	Cc1cn([C@H]2C[C@H](O)[C@@H](CNCc3cccc(OC4CCCC4)c3)O2)c(=O)[nH]c1=O	1	-4
33	CCCCCCn1c(=O)n2n(c1=O)[C@@H]1CN(S(=O)(=O)c3ccc(C)cc3)C[C@]1(O)[C@@H](OC(=O)NCc1ccccc1)C2	0	12
34	O=c1ccc2[n+]([O-])c3ccc(O)cc3oc-2c1	5	-388
35	CCc1nc2cc(NC(=O)C3(C)CCCN(C(C)C)C3)ccc2o1 (configuration not stated)	-1	7
36	O=CNc1cc(-c2ccc(C(=O)N3CCOCC3)cc2)cn2c(-c3ccc(F)cc3)cnc12	-13	-279
37	CC(=O)Nc1ccc(-c2ccnc3c2CC(C(=O)Nc2ccc(C(C)C)cc2)O3)cc1 (configuration not stated)	-1	-5
38	CCOc1ccc(NS(=O)(=O)c2ccc(C(=O)NCC(c3ccco3)N3CCCCC3)cc2)cc1 (configuration not stated)	-1	18
39	Nc1ncnc(Sc2ccc(Cl)cc2)c1[N+](=O)[O-]	-3	24
40	COc1ccc(S(=O)(=O)N2CCOC2CNC(=O)C(=O)NCCCN2CCCC2=O)cc1OC (configuration not stated)	0	11
41	CC(=O)NC(c1cccc(F)c1)c1nc(-c2cnc3ccccc3c2)cs1 (configuration not stated)	0	-21
42	Cc1ccc(S(=O)(=O)Nc2ccccc2C(C(=O)OC(C)(C)C)C(=O)OC(C)(C)C)cc1	0	6
43	Cc1cc2ccccc2cc1C(=O)c1ccccc1	3	3
44	O=C1C=C(NCCc2cc(Br)c(O)c(Br)c2)C(=O)c2ncccc21	4	116*
45	CCCCn1c(N)c(N(CCC(C)C)C(=O)CSc2nc3ccccc3n2C)c(=O)[nH]c1=O	-14	-17

An excerpt of these results, in transposed form:
27. COC(=O)[C@@]1(C(C)C)N=C(c2cc(OC)c(OC)c(OC)c2)[C@]2(O1)C(=O)N(Cc1ccc(OC)cc1)c1ccc(Br)cc12
28. O=C(NCc1cccs1)c1csc([C@H]2C[C@H](O)[C@@H](CO)O2)n1
Compound	27	28
SENP1 FRET inh	1	-1
SENP8 inh	18	17

Following part
item	canonical_smiles	SENP1 FRET inh	SENP8 inh
46	CC1=C(C(=O)N2CCOCC2)CC(CC(=O)NCCN2CCOCC2)C(=O)N1Cc1ccc(F)cc1 (configuration not stated)	0	-26
47	CCOC(=O)C1CCN(Cc2nc3ccccc3c(=O)n2-c2ccc(OCC)cc2)CC1	1	-2
48	O=C1[C@H]2[C@@H](c3ccccc3)N[C@]3(CCCN(Cc4ccc(C(F)(F)F)cc4)C3=O)[C@H]2C(=O)N1Cc1ccccc1	0	5
49	CCCCCCCCN1C(=O)[C@H](CC(=O)N2CCOCC2)C[C@@]2(C(=O)OC)CC(C)(C)CC=C12	3	26
50	CC(C)C[C@@H](CN)NC(=O)c1nc[nH]c1C(=O)N[C@@H](Cc1ccccc1)C(=O)CNC[C@H](C)NC(=O)c1nc[nH]c1C(=O)N[C@@H](CC(=O)O)C(=O)O	-1	12
51	CCOC(=O)c1c(C)[nH]c(-c2csc(N)n2)c1C	-31	-33
52	COc1cc2c[n+](C)c3c4ccccc4ccc3c2cc1OC	-69	-468
53	OC(c1cccc(F)c1)c1ncc(-c2ccc3ccccc3c2)[nH]1 (configuration not stated)	-4	-232
54	COC(=O)[C@@]12C[C@@H](CC(=O)NCCC(C)C)C(=O)N(Cc3ccc4c(c3)OCO4)C1=CCC(C)(C)C2	4	13
55	O=C(NCc1ccccn1)C1CCCN(S(=O)(=O)c2cc(Cl)ccc2Cl)C1 (configuration not stated)	3	43*
56	COc1ccc(/C=N/NC(=O)c2ccccc2F)cc1CN1CCN(c2ccc(F)cc2)CC1	3	-7
57	COc1ccc(OC)c(CN2CCN(C(=O)c3ccc(C)c(S(=O)(=O)Nc4ccccc4OC)c3)CC2)c1	-1	6
58	Cc1cccc(NC(=O)c2cc(S(=O)(=O)N3CCCCC3)c[nH]2)c1	1	13
59	COC(=O)c1ccccc1S(=O)(=O)N1CCC(C(=O)NCc2ccccn2)CC1	-1	2
60	COc1ccccc1C(=O)NCCN1CCC(n2c(=O)[nH]c3ccccc32)CC1	2	15

5 entries already listed, ordered by SMILES length, lowest first:
item	canonical_smiles	SENP1 FRET inh	SENP8 inh
6	CCCNC(=O)C1(C)CCN1C(=O)Cc1ccc(C(C)(C)C)cc1 (configuration not stated)	4	9
44	O=C1C=C(NCCc2cc(Br)c(O)c(Br)c2)C(=O)c2ncccc21	4	116*
47	CCOC(=O)C1CCN(Cc2nc3ccccc3c(=O)n2-c2ccc(OCC)cc2)CC1	1	-2
37	CC(=O)Nc1ccc(-c2ccnc3c2CC(C(=O)Nc2ccc(C(C)C)cc2)O3)cc1 (configuration not stated)	-1	-5
50	CC(C)C[C@@H](CN)NC(=O)c1nc[nH]c1C(=O)N[C@@H](Cc1ccccc1)C(=O)CNC[C@H](C)NC(=O)c1nc[nH]c1C(=O)N[C@@H](CC(=O)O)C(=O)O	-1	12

Shown with each value named: part of the list above
[48] O=C1[C@H]2[C@@H](c3ccccc3)N[C@]3(CCCN(Cc4ccc(C(F)(F)F)cc4)C3=O)[C@H]2C(=O)N1Cc1ccccc1
  SENP1 FRET inh: 0
  SENP8 inh: 5

[49] CCCCCCCCN1C(=O)[C@H](CC(=O)N2CCOCC2)C[C@@]2(C(=O)OC)CC(C)(C)CC=C12
  SENP1 FRET inh: 3
  SENP8 inh: 26

[50] CC(C)C[C@@H](CN)NC(=O)c1nc[nH]c1C(=O)N[C@@H](Cc1ccccc1)C(=O)CNC[C@H](C)NC(=O)c1nc[nH]c1C(=O)N[C@@H](CC(=O)O)C(=O)O
  SENP1 FRET inh: -1
  SENP8 inh: 12

[51] CCOC(=O)c1c(C)[nH]c(-c2csc(N)n2)c1C
  SENP1 FRET inh: -31
  SENP8 inh: -33

More entries.
item	canonical_smiles	SENP1 FRET inh	SENP8 inh
61	Cc1ccc(CN2CC(C(=O)Nc3ccc(C)c(S(=O)(=O)N4CCCCC4)c3)CC2=O)cc1 (configuration not stated)	-1	-5
62	COC(=O)c1sccc1S(=O)(=O)Nc1ccc(C(O)(C(F)(F)F)C(F)(F)F)cc1	1	1
63	Cc1ccc(C(=O)O)c(NC=O)c1OCc1ccccc1	1	-8
64	CN1OC[C@@H]2CN(Cc3ccccc3)[C@H](c3cccc(-c4ccc(C#N)cc4)c3)C[C@@H]21	0	8
65	COc1ccc(NC(=O)N(C)C[C@H]2Oc3ccc(NC(=O)Nc4ccc5c(c4)OCO5)cc3C(=O)N([C@H](C)CO)C[C@@H]2C)cc1	0	-2
66	C[C@@H]1CN([C@@H](C)CO)C(=O)CCCn2nncc2CO[C@@H]1CN(C)C(=O)NC1CCCCC1	2	3
67	COC12CC(=O)C(C(C)=O)=C(O)C1(C)c1c(O)c(C)c(O)c(C(C)=O)c1O2 (configuration not stated)	33*	10
68	Cc1ccc(S(=O)(=O)N2[C@H](c3ccccc3)CC(=O)[C@@H]3CN(S(=O)(=O)c4ccccc4)[C@H](c4ccccc4)C[C@@H]32)cc1	2	11
69	COc1ccccc1S(=O)(=O)N(C)C[C@H]1Oc2cc(C#CCC3CCCC3)ccc2S(=O)(=O)N([C@H](C)CO)C[C@H]1C	-2	-6
70	CN(C(=O)c1cccc(NC(=O)Cc2cccc(NC(=O)C3CCCN(C(=O)c4ccccc4)C3)c2)c1)C1CC1 (configuration not stated)	-1	16
71	O[C@H]1C[C@H](c2ccccc2)N(CC2CCCCC2)C[C@@H]1n1cc(-c2ccc(F)cc2)nn1	-1	12
72	C=C1[C@@H](O)[C@H](Cc2ccccc2)N(Cc2ccccc2Br)S1(=O)=O	-5	6
73	CCCCN1C(=O)C(CC(=O)NCC2CCCCC2)CC(C(=O)N(C(C)C)C(C)C)=C1C (configuration not stated)	0	0
74	O=C(/C(=N/O)c1ccccc1)c1ccccc1	2	29
75	CCCOc1ccc(/C(O)=C2/C(=O)C(=O)N(CCN(C)C)C2c2ccc(O)c(OC)c2)cc1 (configuration not stated)	2	-9

With a hit mark in SENP8 inh, among the entries above:
item	canonical_smiles	SENP1 FRET inh	SENP8 inh
44	O=C1C=C(NCCc2cc(Br)c(O)c(Br)c2)C(=O)c2ncccc21	4	116*
55	O=C(NCc1ccccn1)C1CCCN(S(=O)(=O)c2cc(Cl)ccc2Cl)C1 (configuration not stated)	3	43*

Going on with the list:
item	canonical_smiles	SENP1 FRET inh	SENP8 inh
76	Cn1c(=O)[nH]c(N)c(Br)c1=O	-1	16
77	COCCNc1ncnc2c1ncn2[C@H]1CN(Cc2ccc(-c3ccccc3)cc2)C[C@@H](CO)O1	-2	7
78	N#CC1c2ccccc2C=CN1C(=O)N(c1ccccc1)c1ccccc1 (configuration not stated)	0	15
79	c1ccc(Cn2nnc3c(NCC4CC4)ncnc32)cc1	1	12
80	CN(C)c1ccnc(Oc2ccccc2)c1C#N	1	18
81	Cc1cc(C(=O)Nc2nc(C)c(C(=O)N(C)C)s2)ccc1[N+](=O)[O-]	3	10

Bioassay records deposited in PubChem by Sanford-Burnham Center for Chemical Genomics.

Not all compounds are listed, so the mix of outcomes need not match the whole.
